NCI-60 one-dose screen, 48 h, at 10 µM unless noted. Numbers give growth in % (100 = growth as untreated, 0 = no growth, -100 = all killed).
A498: A498 renal cancer cells. actives 5.4% (n = 76,000)
TK-10: TK-10 renal cancer cells | actives 3.9% (n = 81,000)
786-0: 786-0 renal cancer cells. AID 1794775. actives 5.1% (n = 81,000)
PC-3: PC-3 prostate cancer cells. actives 3.9% (n = 80,000). AID 1794754
CAKI-1: CAKI-1 renal cancer | actives 4.7% (n = 75,000) | AID 1794772
SN12C: SN12C renal cancer cells; actives 3.8% (n = 81,000)
ACHN: ACHN renal cancer; actives 4.9% (n = 81,000); AID 1794771
RXF 393: RXF 393 renal cancer cells. actives 6.9% (n = 77,000)
UO-31: UO-31 renal cancer; actives 5.2% (n = 81,000)
An asterisk follows results filed as active; / = not tested or not shown; [ ] = remark or other dose. How the source made its calls: active means growth percent below 10; inactive means the rest. Compounds as they come. About 11% of those tested had a hit in this group.

Values in the order – A498 | TK-10 | 786-0 | PC-3 | CAKI-1 | SN12C | ACHN | RXF 393 | UO-31
- COc1ccc2c(c1)c(-c1nc(-c3cn(C)c4ncccc34)cs1)cn2CCN
  97 | 92 | 94 | 70 | / | 76 | 69 | 96 | 67
- COc1cc(C2CC(c3ccc(Cl)c(Cl)c3)=NN2c2ccccc2)cc(OC)c1OC (configuration not stated)
  101 | 75 | 82 | 56 | 49 | 73 | 66 | / | 66
- CN1CCN(Cc2c[nH]c3ncnc(N4CCCCC4)c23)CC1
  81 | 105 | 107 | 95 | 100 | 105 | 104 | 110 | 93
- O=C1Cc2cc(-c3ccc4ncnc(N5CCc6cc(F)c(Cl)cc65)c4c3)cnc2N1
  41 | 85 | 90 | 79 | 76 | 80 | 56 | 82 | 43
- COc1ccc(CSC(=S)NNc2ccccc2)cc1
  89 | 123 | 110 | 86 | 106 | 95 | 107 | 129 | 85
- COC(=O)C[C@](O)(CCC(C)C)C(=O)O[C@@H]1C(OC)=C[C@]23CCC(=O)N2CCc2cc4c(cc2[C@H]13)OCO4
  109 | 108 | 103 | 102 | 96 | 125 | 105 | / | 71
- CCCCSc1nnc(-c2ccc(-n3nc(-c4ccc(OC)cc4)cc3-c3ccc(OC)cc3)cc2)o1
  85 | 110 | 96 | 82 | 82 | 97 | 92 | / | 81
- CC(=O)c1ccc(NC(=O)CSc2nnc(-c3cc(-c4ccc(Cl)cc4)nc4ccccc34)o2)cc1
  105 | 84 | 64 | 79 | / | 38 | 90 | 87 | 87
- Cc1nc(N)sc1Sc1nc2ccc(Cl)cc2c(=O)n1Cc1ccccc1
  108 | 125 | 106 | 84 | 93 | 99 | 93 | 107 | 64
- CCc1c(Nc2ccc(C)cc2)[nH]c(N)nc1=S
  / | 111 | 104 | 107 | 90 | 98 | 98 | 113 | 91
- C/C(=N\Nc1ccc(C(=O)O)cc1)c1cnn(-c2cc(=O)[nH]c3ccc(Cl)cc23)c1C
  143 | 111 | 104 | 107 | 89 | 96 | 99 | 112 | 71
- COc1ccc(-c2cc(/C=C/C(=O)c3ccc(N)cc3)[nH]n2)cc1
  -17* | 42 | 18 | 26 | 39 | 18 | 27 | 20 | 40
- O=C(Nc1cccc2c1N(C(=O)c1ccco1)CCC2)c1ccco1
  116 | 103 | 95 | / | 105 | 95 | 100 | 107 | 86
- CCC1(C)OC(=O)N(C)C1=O (configuration not stated)
  83 | 121 | 102 | 98 | 98 | 103 | 122 | 108 | 102
- NC1CC2(CCN(c3cnc(C(=O)Nc4cc(F)cc5cccnc45)cn3)CC2)C1
  74 | 88 | 72 | 77 | 79 | 72 | 79 | 73 | 76
- CCOC(=O)c1[nH]c(C)c(C(C)=O)c1C
  91 | 98 | 83 | / | 87 | 91 | 97 | 97 | 79
- CC(C)C(NC(=O)OCc1ccccc1)C(=O)NC(Cc1c[nH]c2ccccc12)C(=O)O (configuration not stated)
  112 | 88 | 95 | 85 | 94 | 98 | 100 | 110 | 67
- O=c1[nH]nc(CSc2nnc3sc4ccccc4n23)o1
  97 | 102 | / | 98 | 89 | 107 | 106 | 96 | 85
- O=C(C1CN(c2cccc(Cl)c2)N(c2cccc(Cl)c2)C1=O)N1CCCCC1 (configuration not stated)
  104 | 100 | 95 | 65 | 85 | 85 | 87 | 89 | 58
- COc1ccc(C2C(C#N)=C(N)Oc3c2sc2c(F)cccc32)cc1 (configuration not stated)
  41 | 57 | 29 | 16 | / | 40 | 43 | -8.3* | 38
- NC(N)=NCCCCCNc1noc(Cc2c[nH]c3ccccc23)n1
  82 | 96 | 103 | 78 | 96 | 99 | 99 | 114 | 77
- Fc1ccc(-c2nn(-c3ccccc3)cc2-c2nc3ccccc3[nH]2)cc1
  90 | 95 | 96 | 88 | 96 | 95 | 94 | 91 | 79
- Cn1c2ccc(Br)cc2c2c3c(c4c5ccccc5[nH]c4c21)C(=O)N(O)C3=O
  -44* | -72* | -94* | -44* | -77* | -72* | -66* | -100* | -95*
- COc1ccc2ccccc2c1
  109 | 86 | 99 | 93 | 101 | 100 | 108 | 107 | 91
- CC(C)(C)c1ccc(C2=NOS(=O)[C@@]23Cc2ccccc2C3=O)cc1 (some centres not stated)
  74 | 141 | 90 | 66 | 93 | 83 | 102 | 84 | 71
- N=C1C(c2nc3ccccc3s2)=C(O)CN1c1cccc(C(=O)O)c1
  98 | 113 | 104 | / | 112 | 110 | 109 | 121 | 88
- N#Cc1c(-c2ccc(Cl)cc2)nc(SCc2nnc(-c3ccc(Cl)cc3)o2)[nH]c1=O
  106 | 104 | 103 | 86 | 98 | 101 | 101 | 124 | 82
- Cc1sc2nc(NCc3ccccn3)[nH]c(=O)c2c1C
  105 | 97 | 94 | 101 | / | 106 | 111 | 106 | 89
- O=C(O)c1ccc(N=Nc2ccccc2)cc1
  49 | 91 | 98 | 105 | 102 | 103 | 106 | 107 | 83
- S=C1SCN(Cc2ccccc2)CN1Cc1ccco1
  99 | 29 | 90 | 90 | 97 | 94 | 107 | 101 | 79
- O=C1NC(=O)C(c2ccc(Cl)cc2)=C1Nc1ccc(C(=O)Nc2ccc(Cl)cc2)cc1
  82[3.75 µM] | 73[3.75 µM] | 82[3.75 µM] | 52[3.75 µM] | 57[3.75 µM] | 74[3.75 µM] | 55[3.75 µM] | 64[3.75 µM] | 45[3.75 µM]
- O=C1C(/C=N\C(=S)NCc2ccccc2)=C(O)c2ccccc21
  110 | 124 | 106 | 85 | 83 | 110 | 69 | 103 | 77
- COC(=O)c1ccc2oc(NC(=O)c3ccc(Nc4ccccc4)c([N+](=O)[O-])c3)nc2c1
  97 | 109 | 100 | / | 102 | 91 | 102 | 81 | 89
- O=C(c1cc2ccccc2o1)c1nn(-c2ccccc2)c2nc3nccc(-c4cc5c(ccc6ccccc65)oc4=O)c3c(=O)n12
  116 | 114 | 93 | 55 | / | 100 | / | 76 | 50
- Brc1ccc(SCN(CSc2ccc(Br)cc2)Cc2ccccc2)cc1
  56 | 113 | 61 | 26 | 73 | 27 | 87 | 90 | 39
- S=c1nc(-c2ccccc2)cc(-c2cc3ccccc3nc2Cl)[nH]1
  126 | 162 | 91 | 60 | 57 | 88 | 78 | 91 | /
- C/C(C/C(C)=N/C(N)=S)=N\C(N)=S
  104 | 91 | 102 | 78 | 90 | 96 | 107 | 106 | /
- Cc1cc(C)c2c(C(=O)/C=C/c3ccc4c(c3)Sc3ccccc3N4C)cc(C(=O)c3ccc(Br)cc3)n2c1
  113 | 111 | 102 | 96 | 93 | 100 | 96 | 106 | 85
- O=C(CNc1ccccc1S)Nc1ccccc1C(=O)O
  121 | 124 | 104 | 90 | 83 | 103 | 96 | 122 | 77
- O=C(Nc1cccc(Cl)c1)Nc1nccs1
  99 | 109 | 96 | 95 | / | 88 | 99 | 103 | 90
- Cc1ccc2c(c1)=C/C(=C/c1sc(Nc3ccc(S(N)(=O)=O)cc3)nc1O)C(=O)N=2
  92 | 107 | 99 | 98 | 96 | 97 | 104 | 113 | 79
- CCN(CCO)C(C(=O)c1ccccc1)c1ccccc1 (configuration not stated)
  89 | 111 | 91 | 96 | 97 | 95 | 100 | 102 | 64
- COc1ccc2c(c1)/C(=N/c1n[nH]c(=S)s1)C(=O)N2
  90 | 115 | 105 | 91 | 78 | 98 | 84 | 113 | 74
- CCOC(=O)c1cc2c(n1Cc1cc(OC)c(OC)c(OC)c1)-c1oncc1CCC2
  -23* | 85 | 40 | 37 | 44 | 32 | 34 | 27 | 38
- COc1ccc([C@@H](C[C@H](C)CO)c2cc3ccccc3o2)cc1
  119 | 108 | 97 | 97 | / | 95 | 103 | / | 73
- Cc1cc(Nc2ccc(C#N)cc2)nc(N)n1
  103 | 100 | 99 | 95 | / | 111 | / | 108 | 92
- Nc1nc(OCc2ccccc2)c2[nH]cnc2n1
  86 | 82 | 87 | 84 | 74 | 105 | 74 | 99 | 97
- Cc1nc2ncc(-c3n[nH]c(=S)o3)c(=O)n2[nH]1
  95 | 93 | 104 | 102 | 99 | 97 | 100 | 113 | 87
- NC(=O)C(N)C(N)=O
  104 | 98 | 95 | 102 | 95 | 104 | 99 | 106 | 92
- Cn1c(=O)c2[nH]c(NN=O)nc2n(C)c1=O
  88 | 91 | 101 | 82 | 94 | 101 | 108 | 122 | 90
- CNC(=O)NCN1C(=O)c2cccc3cccc(c23)C1=O
  110 | 96 | 100 | 67 | 86 | 101 | 98 | 108 | 80
- CCN(CC)CC(OC(=O)c1ccc([N+](=O)[O-])cc1)C(COC)OC (configuration not stated)
  98 | 98 | 99 | 95 | 95 | 93 | 99 | 106 | 90
- CC(C)(CC(=O)O)Cc1ccccc1
  95 | 111 | 99 | 98 | / | 109 | 98 | 122 | 82
- Nc1ccc(Oc2c(F)c(F)c(Oc3ccc(N)cc3)c(F)c2F)cc1
  111 | 101 | 106 | 84 | 96 | 103 | 94 | / | 64
- COc1cc2c(c(OC)c1OC)C(=O)CC(c1cccc(NC(=O)c3ccc([N+](=O)[O-])cc3)c1)O2 (configuration not stated)
  60 | 79 | 85 | 39 | 71 | 78 | 65 | 80 | 55
- COc1c(F)ccc(C(=O)Nc2ccc3nc(NC(=O)C4CCCN(S(=O)(=O)c5cccc(C(F)(F)F)c5)C4)sc3c2)c1F (configuration not stated)
  101 | 102 | 61 | 50 | 83 | 79 | 84 | -9.6* | 75
- CCO/C=C1\SC(=S)N(c2ccc(O)cc2)C1=O
  148 | 109 | 116 | 115 | 108 | 107 | 93 | 125 | 93
- CC1(CN2CCCC2)CCC(NC(=O)C(c2ccccc2)c2ccccc2)C(C)(C)O1 (configuration not stated)
  88 | 101 | 100 | 84 | 118 | 96 | 102 | 105 | 77
- c1ccc(Cc2nc3ccccc3c3cc[nH]c23)cc1
  103 | 145 | 104 | 73 | 75 | 93 | 90 | 105 | 58
- N#CC(C#N)=CNCC1CC1
  95 | 106 | 100 | 99 | 96 | 104 | 108 | / | 95

Further compounds follow.
Values in the order – A498 | TK-10 | 786-0 | PC-3 | CAKI-1 | SN12C | ACHN | RXF 393 | UO-31
- c1ccc2[nH]c(CCCCc3nc4ccccc4[nH]3)nc2c1
  95 | 111 | 90 | 96 | 95 | 105 | 107 | 109 | 91
- COc1cc2c(c(OC)c1OC)-c1ccc(N)c(=O)cc1[C@@H](NC(C)=O)CC2
  -13* | 33 | 20 | 29 | 19 | 28 | 28 | -5.2* | 40
- CC(C)[C@H](NC(=O)Cn1cc(C(=O)O)nn1)C(=O)O
  91 | 115 | 104 | 94 | 89 | 96 | / | 112 | 89
- COc1ccccc1NC(=O)c1cc2ccccc2cc1O
  112 | 119 | 95 | 83 | 113 | 85 | 70 | 105 | 60
- COc1cc(C#N)ccc1S(=O)(=O)Nc1ccc2c(c1)cc(C)c(=O)n2C
  108 | 91 | 97 | 84 | 85 | 92 | 96 | 102 | 75
- COc1ccc(-c2cc(-c3cccn3C)c(C#N)c(=O)n2C=O)cc1OC
  79 | 106 | 88 | 96 | 87 | 95 | 92 | 98 | 87
- c1ccc(-c2nnc(-c3ccccn3)s2)nc1
  117 | 123 | 79 | 94 | 50 | 114 | / | 109 | 76
- Nc1ccc(Nc2ccc([N+](=O)[O-])c3nonc23)cc1
  93 | 142 | 118 | 91 | 123 | 98 | 108 | 121 | 99
- CC(C)(C)CC(C)(O)CN(CC(C)(O)CC(C)(C)C)C(=S)S (configuration not stated)
  112 | 95 | 102 | 92 | 98 | / | 107 | 106 | 86
- CC(C)C(C(=O)O)n1c(O)c(/C=C2/C=c3cc4c(cc3=NC2=O)OCCO4)sc1=S (configuration not stated)
  91 | 93 | 99 | 110 | 97 | 101 | 113 | 127 | 88
- C#CCN1C(=O)c2cccc3c(-c4ccc5c(c4)ncn5C4CCCCC4)ccc(c23)C1=O
  103 | 102 | 94 | 65 | 71 | 90 | 90 | 112 | 62

Reformatted: 10 of the compounds above.
SMILES | A498 | TK-10 | 786-0 | PC-3 | CAKI-1 | SN12C | ACHN | RXF 393 | UO-31
COc1cc2c(c(OC)c1OC)-c1ccc(N)c(=O)cc1[C@@H](NC(C)=O)CC2 | -13* | 33 | 20 | 29 | 19 | 28 | 28 | -5.2* | 40
CC(C)[C@H](NC(=O)Cn1cc(C(=O)O)nn1)C(=O)O | 91 | 115 | 104 | 94 | 89 | 96 | / | 112 | 89
COc1ccccc1NC(=O)c1cc2ccccc2cc1O | 112 | 119 | 95 | 83 | 113 | 85 | 70 | 105 | 60
COc1cc(C#N)ccc1S(=O)(=O)Nc1ccc2c(c1)cc(C)c(=O)n2C | 108 | 91 | 97 | 84 | 85 | 92 | 96 | 102 | 75
COc1ccc(-c2cc(-c3cccn3C)c(C#N)c(=O)n2C=O)cc1OC | 79 | 106 | 88 | 96 | 87 | 95 | 92 | 98 | 87
c1ccc(-c2nnc(-c3ccccn3)s2)nc1 | 117 | 123 | 79 | 94 | 50 | 114 | / | 109 | 76
Nc1ccc(Nc2ccc([N+](=O)[O-])c3nonc23)cc1 | 93 | 142 | 118 | 91 | 123 | 98 | 108 | 121 | 99
CC(C)(C)CC(C)(O)CN(CC(C)(O)CC(C)(C)C)C(=S)S (configuration not stated) | 112 | 95 | 102 | 92 | 98 | / | 107 | 106 | 86
CC(C)C(C(=O)O)n1c(O)c(/C=C2/C=c3cc4c(cc3=NC2=O)OCCO4)sc1=S (configuration not stated) | 91 | 93 | 99 | 110 | 97 | 101 | 113 | 127 | 88
C#CCN1C(=O)c2cccc3c(-c4ccc5c(c4)ncn5C4CCCCC4)ccc(c23)C1=O | 103 | 102 | 94 | 65 | 71 | 90 | 90 | 112 | 62
